# STAT1 activator: STAT1 signaling activation; NIH 3T3 STAT1-luciferase reporter, IFN-gamma, luminescence; 100% = IFN-gamma alone, no compound; activation (% of control), % at 5.5 µM; hit rate 2.6% among 200,000; AID 932;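 active = activation above the screen-wide mean activation plus 3 SD, cut at about 130% in these data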;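 also: raw ratio to IFN-gamma control signal so 100% means no change and 0% no light; values of inactives mirror those of a sister screen read the other way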
# NF-kB expr up: NF-kB expression increase, human neuronal cells; NF-kB reporter expression; active compounds read high; fold change at 12.5 µM; hit rate 1.6% among 190,000; AID 1239; in the data active = fold change above about 3.3
# Hsp70 act: transcriptional activators of Hsp70; HeLa Hsp70 promoter luciferase reporter, luminescence; scaled: vehicle 0, proteasome-inhibitor control 100%; hit rate 0.04% among 200,000; AID 1203; activation, % at 10 µM;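 active = activation above the mean across all tested compounds plus 3 SD, cutoff set per campaign, cut at about 5.5% in these data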;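 also: 100% = MG132 at 30 µM as the positive control and 0% = DMSO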
# RAM network inh: yeast RAM network inhibition | inhibition, % at 50 µM | S. cerevisiae dse1pr::URA3 reporter, 5-FOA growth OD615, 2 d; analog-sensitive cbk1-as2 kinase mutant strain | AID 868 | hit rate 1.8% among 190,000;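 active = inhibition above a set limit, 3 SD over mean compound inhibition, cut at about 8.4% in these data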;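 also: 0% = DMSO-only wells with no growth and 100% = 10 µM 1-NA-PP1 full growth; inhibition rescues growth on 5-FOA so higher OD means more RAM inhibition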
# APP 5'UTR act: activates APP 5'UTR luciferase reporter. activation, % at 2 µM. AID 1276. SH-SY5Y APP 5'UTR luciferase reporter, luminescence; zero percent = DMSO vehicle wells. hit rate 1% among 190,000;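 active = activation above a set limit, based on mean plus 3 SD of controls, cut at about 140% in these data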; also: values of inactives mirror those of a sister screen read the other way
# STAT3 inh: reduces IL-6 driven STAT3 reporter signal; inhibition, % at 5.5 µM; U3A cells, IL-6 STAT3-luciferase reporter, luminescence; host cell line lacks STAT1; hit rate 0.89% among 190,000; AID 862;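 active = inhibition above the mean inhibition across all screened compounds plus 3 SD, cut at about 44% in these data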;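 also: 0% = DMSO only wells and 100% = 100 µM nifuroxazide control wells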
# FLuc inhib CS: inhibits firefly luciferase, flagging false hits in luciferase inhibition screens; P08659; ATPLite firefly luciferase biochemical luminescence, 10 min; inhibition, % at 10 µM; hit rate 1.5% among 200,000; AID 1006;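 active = inhibition above about 50% when tested at 10 µM, limit read from the data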
# Target sequence (P08659 whole entry, looked up): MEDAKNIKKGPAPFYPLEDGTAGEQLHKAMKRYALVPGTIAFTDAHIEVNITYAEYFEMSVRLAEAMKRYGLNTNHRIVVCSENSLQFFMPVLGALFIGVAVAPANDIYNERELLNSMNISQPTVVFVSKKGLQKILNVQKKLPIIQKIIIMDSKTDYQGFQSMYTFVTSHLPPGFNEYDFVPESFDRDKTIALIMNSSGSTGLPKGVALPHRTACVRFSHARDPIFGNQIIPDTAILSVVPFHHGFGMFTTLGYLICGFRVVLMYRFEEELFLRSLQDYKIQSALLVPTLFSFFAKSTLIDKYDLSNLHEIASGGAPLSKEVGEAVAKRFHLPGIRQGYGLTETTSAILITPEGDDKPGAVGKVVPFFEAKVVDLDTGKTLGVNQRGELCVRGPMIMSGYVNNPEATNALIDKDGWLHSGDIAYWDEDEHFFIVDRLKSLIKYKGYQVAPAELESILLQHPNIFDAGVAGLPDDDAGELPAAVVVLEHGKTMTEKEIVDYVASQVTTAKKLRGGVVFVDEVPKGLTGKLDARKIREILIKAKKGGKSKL
# STAT3 act: increases IL-6 driven STAT3 reporter signal; U3A cells, IL-6 STAT3-luciferase reporter, luminescence; 100% = signal with IL-6 EC80 alone; activation (% of control), % at 5.6 µM; hit rate 0.91% among 190,000;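 active = activation above the screen-wide mean of compound activation plus 3 SD, cut at about 130% in these data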;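 also: 0% = background luminescence of wells with medium and substrate only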
#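 system = STAT3-luciferase reporter U3A cells | reagent = IL-6 stimulus at 33 ng/mL final | timing = 1 h compound pre-exposure, 6 h IL-6 stimulation, 37 °C | measured by = luminescence | evaluation = % activation versus median of IL-6-stimulated wells | control set = IL-6-only wells as 100% reference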
# STAT1 blocker: STAT1 signaling inhibition; NIH 3T3 STAT1-luciferase reporter, IFN-gamma, luminescence; inhibition, % at 5.5 µM; hit rate 0.35% among 200,000; AID 920;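 active = inhibition above a set limit, the mean inhibition across all tested compounds plus 3 SD, cut at about 34% in these data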;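 also: 0% = IFN-gamma with DMSO and 100% = IFN-gamma with 300 µM nifuroxazide; values of inactives mirror those of a sister screen read the other way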
# APP 5UTR inh: APP translation inhibition. hit rate 0.82% among 190,000. SH-SY5Y APP 5'UTR-luciferase reporter, luminescence. inhibition, % at 2 µM;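 active = inhibition above a set limit, derived from the sample mean plus 3 SD, cut at about 45% in these data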; also: values of inactives mirror those of a sister screen read the other way
# Starred values were filed as active, the others as inactive.
SMILES,STAT1 activator,NF-kB expr up,Hsp70 act,RAM network inh,APP 5'UTR act,STAT3 inh,FLuc inhib CS,STAT3 act,STAT1 blocker,APP 5UTR inh
O=C(c1ccccc1F)N1CCN(Cc2ccccc2F)CC1,92,0.95,-0.3,0.6,16,-2,-1,103,9,-16
COc1cc2c(cc1OC)C(COc1ccccc1OC)N(C(=O)c1ccco1)CC2 (stereo not drawn),96,0.9,-0.2,0.1,-8,-3,0,109,4,8
Cc1ccc(-c2nnn(CC(=O)N(CC(=O)NCC3CCCO3)c3ccccc3)n2)o1 (stereo not drawn),105,1.7,-0.2,1.8,6,0,-4,102,-5,-6
CCOc1ccccc1N(CC(=O)NCc1ccc(OC)cc1)S(C)(=O)=O,99,1.1,0.2,-0.8,-2,-5,3,107,1,2
CCOC(=O)NC(=O)C(/C=N/c1sccc1C(=O)OC)=C(\C)O,107,1.3,0.0,1.2,-12,1,-4,105,-10,12
CCc1ccccc1NC(=O)N1C2CCCC1CC(NC(=O)C(C)(C)C)C2 (stereo not drawn),95,0.91,0.9,3.3,-14,4,-6,102,6,14
CC(C)(C)C1CCc2onc(C(=O)Nc3cccnc3)c2C1 (stereo not drawn),99,0.76,-0.3,0.8,-12,8,4,99,-1,12
CCCCC(=O)Nc1cccc(NC(=S)NC(=O)COc2ccccc2Cl)c1,96,0.91,-0.3,12*,4,11,-2,90,4,-4
Cc1c(OCc2ccccc2)c(=O)ccn1Cc1ccc(Cl)cc1,97,0.81,-0.3,-1.2,-4,14,-3,92,3,4
CCN1/C(=C\C(=S)Nc2ccccc2)Sc2ccccc21,144*,2.2,0.0,3.8,63,-4,1,105,-50,-63
COc1ccc2cc(Br)ccc2c1CC(=O)NCC1CCCO1 (stereo not drawn),94,1,-0.5,2.2,24,20,-2,90,7,-24
O=P(COCCCCCOCP(=O)(c1ccccc1)c1ccccc1)(c1ccccc1)c1ccccc1,83,0.66,-0.1,0.0,-2,11,-6,100,17,2
CCN(CC)CCCNC(=O)c1ccc2c(Cl)c3c(nc2c1)CCCC3,102,0.6,0.0,1.2,25,-6,-4,106,-3,-25
Cc1ccc(SC(C)C(=O)NCC(C)C)cc1 (stereo not drawn),99,1.3,0.1,0.8,2,-4,-5,106,2,-2
C/C=C/C(=O)OCC(=O)Nc1ccc(OC)c(OC)c1,100,0.9,-0.2,2.3,30,-2,-2,107,-2,-30
COc1cc(/C=C/C(=O)O)cc(S(=O)(=O)NCCO)c1OC,93,1.3,-0.1,2.6,11,5,-3,98,8,-11
O=C(c1ccc(S(=O)(=O)c2cccc(Cl)c2)c([N+](=O)[O-])c1)N1CCN(Cc2ccccc2)CC1,90,1.4,-0.4,2.7,-9,16,-6,86,11,9
Nc1nncn1C(=O)CCCOc1ccccc1,106,1.2,0.0,-1.6,1,3,-10,101,-6,-1
O=C1NC(Cc2c[nH]c3ccccc23)C(=O)N1Cc1cccc2ccccc12 (stereo not drawn),94,0.7,-0.4,1.5,9,-6,2,104,7,-9
COc1ccc(CSc2cccc3cccnc23)cc1[N+](=O)[O-],105,1.4,0.0,-0.1,5,6,-3,96,-6,-5
Cc1ccc(NC(=O)COC(=O)CN2C(=O)C3CCCCC3C2=O)cc1S(=O)(=O)N1CCOCC1 (stereo not drawn),95,1.1,-0.2,2.6,-7,11,-5,94,6,6
CCC(=O)Nc1ccc(C(=O)Nc2cc(C)on2)cc1,107,1.4,-0.3,0.9,-6,1,7,100,-8,6
c1ccc(-n2cnc3cc(NCc4cccs4)ccc32)cc1,169*,0.72,-0.2,-0.1,205*,5,22,99,-76,-205
CC(=O)N1N=C(c2ccc(C)cc2)OC1c1ccc(Br)cc1 (stereo not drawn),154*,3,0.2,2.6,38,-13,7,113,-60,-38
CN(CCCNC(=O)c1cn(C)c2ccc(S(=O)(=O)N(C)C)cc2c1=O)c1ccccc1,104,0.65,-0.3,0.2,9,7,-2,98,-4,-9
# Following part:
SMILES,STAT1 activator,NF-kB expr up,Hsp70 act,RAM network inh,APP 5'UTR act,STAT3 inh,FLuc inhib CS,STAT3 act,STAT1 blocker,APP 5UTR inh
Cn1c(=O)c2[nH]cnc2n(-c2ccccc2)c1=O,111,0.96,-0.4,0.3,17,-17,-1,115,-12,-17
Cc1cccc(CC(=O)Nc2cc(=O)n(C)c(=O)n2C)c1,100,0.81,-0.2,0.8,-6,2,-5,98,1,6
O=C(OCc1ccccc1)N1CCOCCOCCN(C(=O)OCc2ccccc2)CCOCCOCC1,100,0.85,-0.3,1.9,4,-1,2,103,-1,-4
CCCCNC(=O)CN1C(=O)NC(CCc2ccccc2)C1=O (stereo not drawn),102,1.1,0.0,-0.4,0,-5,0,108,-6,0
COc1ccc(CCn2c(C)c(C(C)=O)c(C(C)=O)c2C)cc1OC,98,1.2,0.1,1.6,-44,10,-3,98,1,44
Cc1ccc(C)c(C(=O)n2cnnc2N)c1,112,1.1,-0.1,0.7,4,2,-5,102,-13,-4
CCCc1cc(=O)[nH]c(SCC(=O)c2cc(C)n(C)c2C)n1,104,1.1,-0.6,1.8,-3,8,-5,98,-4,3
O=C(NCc1cccs1)N[C@@H](Cc1ccccc1)C(=O)O,94,1.1,0.2,-0.7,-3,5,-7,99,7,3
C=CCNC(=O)/C(C#N)=C/c1ccccc1[N+](=O)[O-],99,1.4,-0.2,1.3,33,4,-5,101,1,-33
Cc1ccc(S(=O)(=O)NNC(=O)c2ccccc2O)cc1,107,0.85,-0.3,0.6,-4,-3,-5,103,-8,4
N#Cc1cn(CC(=O)N2CCCC2)c2ccccc12,103,0.96,-0.1,2.4,13,3,-3,101,-3,-13
Fc1cccc(NCc2cn3ccccc3n2)c1,169*,4.2*,0.3,1.5,110,2,8,101,-76,-110
NC(=O)CSc1ncnc2c1oc1ccccc12,103,1.1,-0.3,2.5,-3,-5,-2,108,-4,3
COc1ccc(CC(=O)Nc2c3c(nn2-c2cccc(Cl)c2)CS(=O)(=O)C3)cc1,92,0.99,-0.1,9.2*,-4,0,-4,106,8,4
CSc1ccccc1NC(=O)COc1ccc(Cl)cc1,100,1.5,-0.2,0.8,16,17,-2,88,0,-16
O=C(Nc1ccc2c(c1)OCCO2)C1CCN(C(=O)c2ccc(F)cc2)CC1,116,2,-0.3,2.4,37,1,-8,102,-17,-37
O=C(Nc1ccc(NC(=O)c2ccco2)cc1)c1ccc2c(c1)OCCO2,84,0.76,-0.2,4.5,-34,7,8,94,18,34
COC(=O)c1cc(NC2c3ccccc3C(=O)N2c2ccc(Cl)cn2)cc(C(=O)OC)c1 (stereo not drawn),106,1.2,-0.2,2.3,-23,-5,6,104,-5,23
CC(=O)c1cccc(NC(=O)COc2nsnc2N2CCOCC2)c1,100,0.45,-0.3,0.4,0,5,-7,99,0,0
CN(C)c1ncc(S(=O)(=O)c2ccccc2)c(N)n1,98,1.1,-0.2,-0.6,-4,-4,-4,107,0,4
O=C1NC(=O)C2(CCc3ccccc32)N1 (stereo not drawn),97,1.1,0.0,1.6,6,0,-4,105,3,-6
CC(=O)Nc1cccc(/C(C)=N/NC(=O)c2c(-c3ccccc3Cl)noc2C)c1,93,1.1,-0.5,2.3,-22,8,-5,95,7,22
O=c1[nH]cnc2sc3c(c12)CCCC3,101,1.1,-0.2,0.5,3,0,1,104,-1,-3
O=C(O)c1cc(Cl)c(Cl)cc1C(=O)N1CCOCC1,108,1.1,0.1,0.6,109,2,5,104,-10,-69
Cc1cccc(NC(=S)NCc2cccn2C)c1,95,1,-0.1,2.1,-3,12,-6,94,5,3

# Looked up one by one from the entries so far (four):
SMILES,STAT1 activator,NF-kB expr up,Hsp70 act,RAM network inh,APP 5'UTR act,STAT3 inh,FLuc inhib CS,STAT3 act,STAT1 blocker,APP 5UTR inh
CC(C)(C)C1CCc2onc(C(=O)Nc3cccnc3)c2C1 (stereo not drawn),99,0.76,-0.3,0.8,-12,8,4,99,-1,12
CCCCNC(=O)CN1C(=O)NC(CCc2ccccc2)C1=O (stereo not drawn),102,1.1,0.0,-0.4,0,-5,0,108,-6,0
CCN(CC)CCCNC(=O)c1ccc2c(Cl)c3c(nc2c1)CCCC3,102,0.6,0.0,1.2,25,-6,-4,106,-3,-25
COc1ccc(CCn2c(C)c(C(C)=O)c(C(C)=O)c2C)cc1OC,98,1.2,0.1,1.6,-44,10,-3,98,1,44

# Going on with the list.
SMILES,STAT1 activator,NF-kB expr up,Hsp70 act,RAM network inh,APP 5'UTR act,STAT3 inh,FLuc inhib CS,STAT3 act,STAT1 blocker,APP 5UTR inh
O=c1c2c([nH]n1-c1ccccc1)CCCC2,107,1,-0.2,2.8,-13,-20,-4,122,-9,13
O=C(NNc1cccc(Cl)n1)C(F)(F)F,96,1.1,-0.1,-1.7,13,4,-3,98,2,-13
C=CCOc1ccc(Br)cc1CNC(C)(C)CO,105,0.9,0.0,1.4,6,-2,-2,101,-5,-6
CCOC(=O)c1sc(NS(=O)(=O)c2ccccc2Cl)nc1C,99,0.92,-0.3,0.8,8,18,-8,90,2,-8
Nc1nc(SCC(=O)c2ccc(Br)s2)n[nH]1,100,1.1,-0.2,1.2,-5,-3,-3,104,-2,5
CN(C(=O)c1ccc2c(=O)n3c(nc2c1)CCCCC3)c1ccccc1,107,0.85,0.0,-0.1,11,6,-11,97,-8,-11
CN1CCN(c2nc(-c3ccco3)cc(C(F)(F)F)n2)CC1,98,1.2,0.1,-0.8,1,23,-7,84,2,-1
O=C(CCc1ccccc1)NNc1cc(N2CCCCC2)nc(N2CCCCC2)n1,98,1,-0.3,0.2,-19,10,-2,97,0,19
COc1ccc(C(=O)NNC(=O)C(C)NC(=O)c2ccccc2NC(=O)c2ccco2)cc1 (stereo not drawn),103,1,-0.1,5.4,-12,-1,-10,99,-1,12
O=C(NCc1ccccn1)C(=O)NCC(c1ccco1)N1CCN(c2ccc(F)cc2)CC1 (stereo not drawn),99,0.94,-0.2,1.8,11,3,-5,102,-2,-11
Cc1cccc(-n2ncc3c(N4CCCc5ccccc54)ncnc32)c1,141*,2.8,0.1,0.8,46,-2,35,99,-44,-46
CCSc1nnc(Nc2ccccc2)s1,126,1.8,0.0,1.7,42,9,11,98,-29,-42
CC(=O)Nc1ccc(S(=O)(=O)N2CCC(n3cnc4cc(F)ccc43)CC2)cc1,99,1.2,0.2,0.8,-7,-2,-4,105,2,7
Cc1cc(N(C)C)nc(SC(C)C)n1,108,1.2,-0.4,2.1,-4,6,-4,96,-9,4
COc1ccc(NS(=O)(=O)c2cc(NC(=O)/C=C/c3cccs3)ccc2N2CCOCC2)cc1,109,0.39,-0.3,2.8,2,1,-16,100,-10,-2
O=C(CCCCCN1C(=O)c2ccccc2C1=O)Nc1ccc(S(=O)(=O)N2CCCCC2)cc1,95,0.71,-0.3,6.8,6,40,-8,72,5,-6
COc1ccc(CCNC(=O)c2ccc(CNc3nc(=S)[nH]c4ccccc34)cc2)cc1OC,96,1,-0.2,1.4,-6,10,-5,94,3,6
CCN(CC)CCN1C(=O)C(O)=C(C(=O)c2cccs2)C1c1ccc(C)o1 (stereo not drawn),101,1.2,0.4,-0.1,-8,2,-2,100,-4,8
O=C(COC(=O)c1cc(-c2cccnc2)nc2ccccc12)Nc1ccc(F)cc1F,96,0.78,-0.2,1.3,-5,-8,-2,112,4,5
CCOC(=O)Cc1csc(NS(=O)(=O)c2ccc(Br)cc2)n1,100,0.99,0.3,0.6,1,-4,-5,107,-3,-1
Cc1cccc(-n2c(C)cc(/C=N/n3cnnc3)c2C)c1,101,0.73,0.0,-1.1,13,-3,-3,104,-1,-12
